Screens: PubChem BioAssay, National Center for Advancing Translational Sciences (NCATS)
LDHA inh = qHTS assay for inhibitors of human lactate dehydrogenase | 480,000 tested, 0.15% active | AID 1347041, 2019 | purified LDHA, NADH/diaphorase-resazurin fluorescence; hits give low values | activity change, % (values are at about 110 or 230 µM); in the data active means activity change below about -30%; inconclusive means mostly about -25% to -30%;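 further: plate controls were DMSO wells for no effect and wells without enzyme for full effect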
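LDH5 2 nM; NADH 0.06 mM, pyruvate 0.2 mM; 200 mM Tris pH 7.4, EDTA, Tween-20; 5 min RT. Detection: diaphorase 0.133 mg/mL + resazurin 37 µM, fluorescence ex540/em590 at 0 and 20 min; normalized to enzyme-free and DMSO wells.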
Vif-A3G inh = qHTS for Inhibitors of Vif-A3G Interactions: qHTS; Potency, µM (series often up to 46.1 µM), without a hit: top-dose activity, negative = active, hits mostly inhibitors; AID 602310, 2012; 410,000 tested, 0.076% active; DNA dC->dU-editing enzyme APOBEC-3G (Homo sapiens), Q9HC16; HeLa A3G-eYFP + Vif (tagged APOBEC3G with the HIV-1 protein that degrades it), YFP fluorescence, overnight;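 further: potency means the concentration at half of the fitted maximal effect; on the % scale 0 is the no-effect control and ±100 the full control effect; nearly all actives have a fitted effect of over 60% in size; hits raise eYFP signal because A3G escapes Vif-driven loss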
Target sequence (Q9HC16 whole entry, looked up): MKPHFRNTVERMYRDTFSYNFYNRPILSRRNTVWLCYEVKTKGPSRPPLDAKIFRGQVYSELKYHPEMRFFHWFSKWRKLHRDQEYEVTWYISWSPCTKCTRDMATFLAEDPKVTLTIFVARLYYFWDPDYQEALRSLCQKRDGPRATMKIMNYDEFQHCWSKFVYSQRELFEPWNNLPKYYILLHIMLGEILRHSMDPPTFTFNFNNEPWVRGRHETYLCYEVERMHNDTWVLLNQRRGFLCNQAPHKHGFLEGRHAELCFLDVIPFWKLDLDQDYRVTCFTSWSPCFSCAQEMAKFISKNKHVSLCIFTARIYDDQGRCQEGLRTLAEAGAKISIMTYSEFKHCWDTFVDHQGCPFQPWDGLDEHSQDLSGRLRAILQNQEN
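HeLa cells stably expressing Vif and C-terminally eYFP-tagged A3G, seeded overnight at 37 deg C, then exposed to compound by pintool overnight at 37 deg C. Rise in yellow fluorescence (Ex 488/Em 500-530, Acumen) marks blocked Vif-driven A3G degradation.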
D1 potentiator = Potentiators of Human D1 Dopamine Receptor: qHTS. D(1A) dopamine receptor (Homo sapiens), P21728. 360,000 tested, 0.036% active. HEK293 TREx D1 cells, calcium flux, dopamine EC20 potentiation. potentiation, % at 10 µM; in the data active means potentiation above about 30%; further: 0% is about no effect
RXFP1 ag = qHTS Assay for Agonists of the Relaxin Receptor RXFP1; Relaxin receptor 1 (Homo sapiens), Q9HBX9; HEK293T-RXFP1 cAMP TR-FRET, 30 min; response scale: percent of porcine relaxin response, buffer zero; Potency, µM (doses to about 57.5 µM), for inactives: at the highest dose activation, actives largely listed as activators; 370,000 tested, 0.3% active; further: potency means the concentration at half of the fitted maximal effect; on the % scale 0 is the no-effect control and ±100 the full control effect; nearly all actives have a fitted effect of over 60% in size; many of its hits are not listed in these tables
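Agonist response is measured as cAMP accumulation in an RXFP1-transfected HEK293T line under PDE4 inhibition. Values are scaled between buffer-only and 29 nM porcine relaxin, and EC50s come from standard Hill equation fits.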
D1 agonist = Allosteric Agonists of the Human D1 Dopamine Receptor: qHTS; activation, % at 2 µM; D(1A) dopamine receptor (Homo sapiens), P21728; HEK293 T-REx D1 cells, calcium flux, agonist mode; 360,000 tested, 1% active; in the data active means activation above about 30%; further: 0% is about no effect
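Agonism was scored from calcium flux recorded over 180 s (1 read/s) after pintool compound addition, following a 10-cycle baseline. Cells were inducible force-coupled HEK293 TREx D1, plated overnight at 30 C and loaded with no-wash calcium dye.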
GRP78 ERSR act = qHTS for Inducers of the Endoplasmic Reticulum Stress Response (ERSR) in Human Glioma: qHTS; U87-MG GRP78 promoter luciferase reporter, 16 h; 420,000 tested, 0.02% active; Potency, µM, without a hit: at the highest dose activation, actives largely listed as activators; AID 602332, 2012; further: potency means the concentration at half of the fitted maximal effect; series mostly up to about 76 µM; % of control where 0% means no effect; nearly all actives have a fitted effect of over 35% in size
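ERSR induction read as luciferase luminescence (Bright-Glo, 10 min at room temperature) in stably transfected human U87-MG glioma cells exposed to compounds for 16 h, using GRP78 as sensor.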
Vif-A3F inh = qHTS for Inhibitors of Vif-A3F Interactions: qHTS. 390,000 tested, 0.2% active. Potency, µM (doses to about 46.1 µM), without a hit: top-dose activity, negative = active. HeLa A3F-eYFP + Vif (tagged APOBEC3F with the HIV-1 protein that degrades it), YFP fluorescence increase; further: potency means the concentration at half of the fitted maximal effect; % of control where 0% means no effect; nearly all actives have a fitted effect of over 65% in size
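HeLa cells stably expressing Vif plus C-terminally eYFP-tagged A3F were seeded, incubated overnight at 37 deg C, dosed with compound, incubated overnight again at 37 deg C. Yellow fluorescence (Ex 488/Em 500-530) reported blocked Vif-mediated A3F-eYFP degradation.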
D2 potentiator = HTS Assay for Positive Allosteric Modulators of the Human D2 Dopamine Receptor: Primary Screen for Potentiators. HEK293 T-REx D2, calcium flux, EC20 dopamine potentiation. potentiation, % at 10 µM. 340,000 tested, 0.34% active. D(2) dopamine receptor (Homo sapiens), P14416;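 active means potentiation over 3 SD above the plate norm, cut at about 30% in these data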; further: 0% is about no effect
Target sequence (P14416 whole entry, looked up): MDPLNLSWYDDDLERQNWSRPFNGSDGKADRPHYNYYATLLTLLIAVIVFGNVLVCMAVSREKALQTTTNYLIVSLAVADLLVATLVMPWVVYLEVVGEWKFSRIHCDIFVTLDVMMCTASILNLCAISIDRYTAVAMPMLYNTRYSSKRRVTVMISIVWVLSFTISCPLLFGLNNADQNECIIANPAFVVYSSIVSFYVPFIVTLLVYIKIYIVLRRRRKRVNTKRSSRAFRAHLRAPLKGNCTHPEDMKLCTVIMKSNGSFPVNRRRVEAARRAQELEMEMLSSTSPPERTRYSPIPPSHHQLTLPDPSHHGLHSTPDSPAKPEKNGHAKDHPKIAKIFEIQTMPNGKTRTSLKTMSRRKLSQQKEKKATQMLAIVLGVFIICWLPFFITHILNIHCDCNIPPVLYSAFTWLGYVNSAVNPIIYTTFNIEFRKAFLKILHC
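Tetracycline-induced Hek293 Trex D2 cells, force-coupled to calcium, loaded with no-wash calcium dye. Compound added with 180 s kinetic read for agonism, then EC20 dopamine and a further 180 s read for potentiation.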
D1 antagonist = Antagonist of Human D 1 Dopamine Receptor: qHTS; D(1A) dopamine receptor (Homo sapiens), P21728; HEK293 TREx D1 cells, calcium flux, dopamine EC80; hits give low values; activity change, negative = inhibition, % at 10 µM; 360,000 tested, 3.2% active; AID 504652, 2011; in the data active means activity change below about -30%; further: on the % scale 0 is the no-effect control and ±100 the full control effect
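Tetracycline-induced HEK293 Trex D1 cells, force-coupled to calcium, dye-loaded; compounds added and read 180 s, then EC80 dopamine added and calcium flux tracked kinetically another 180 s.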
Numbers without * were called inactive; ? = inconclusive; / = no result given. Unless noted, the call rests on the fitted dose curve; in most records, active means well fitted curve in the direction sought with a large enough effect; inconclusive means small, poorly fitted or top-dose-only effect, or another doubt; inactive means no such curve, though single readings can be large; an effect the other way counts as inactive or inconclusive. Some of the compounds tested. The share of hits here may be higher or lower than overall.

Preview (5 entries):
1: CCc1nnc(NC(=O)C=C(C)C)s1
2: Cc1noc(/C=C/N(C)C)c1S(=O)(=O)N1CCCC(C(=O)Nc2ccccc2F)C1 (stereo not drawn)
3: O=C(N/N=C\c1cn(-c2ccccc2)nc1-c1ccccc1)c1ccc2c(c1)OCO2
4: O=C(NC1CCCC1)C(c1ccc(Cl)cc1)N1CCN(C2CCCCC2)CC1 (stereo not drawn)
5: N#CC1=C(S)N(c2ccc(F)cc2)C(c2cccs2)NC1=O (stereo not drawn)
screen / no.,1,2,3,4,5
LDHA inh,-4,-4,-3,-3,-3
Vif-A3G inh,-4%,0%,1%,2%,0%
D1 potentiator,-4,1,-4,4,-1
RXFP1 ag,2.0%,-0.2%,0.3%,1.6%,0.7%
D1 agonist,-1,-1,0,0,1
GRP78 ERSR act,-1%,-2%,1%,-7%,1%
Vif-A3F inh,-6%,-6%,5%,2%,4%
D2 potentiator,25,12,-11,-2,4
D1 antagonist,1,1,-1,4,-3

The list itself, repeating the preview:
1: CCc1nnc(NC(=O)C=C(C)C)s1
2: Cc1noc(/C=C/N(C)C)c1S(=O)(=O)N1CCCC(C(=O)Nc2ccccc2F)C1 (stereo not drawn)
3: O=C(N/N=C\c1cn(-c2ccccc2)nc1-c1ccccc1)c1ccc2c(c1)OCO2
4: O=C(NC1CCCC1)C(c1ccc(Cl)cc1)N1CCN(C2CCCCC2)CC1 (stereo not drawn)
5: N#CC1=C(S)N(c2ccc(F)cc2)C(c2cccs2)NC1=O (stereo not drawn)
6: O=C(N/N=C/c1ccccn1)c1cc(-c2ccc(Cl)cc2)nc2ccccc12
screen / no.,1,2,3,4,5,6
LDHA inh,-4,-4,-3,-3,-3,-1
Vif-A3G inh,-4%,0%,1%,2%,0%,?
D1 potentiator,-4,1,-4,4,-1,4
RXFP1 ag,2.0%,-0.2%,0.3%,1.6%,0.7%,1.3%
D1 agonist,-1,-1,0,0,1,1
GRP78 ERSR act,-1%,-2%,1%,-7%,1%,?
Vif-A3F inh,-6%,-6%,5%,2%,4%,?
D2 potentiator,25,12,-11,-2,4,6
D1 antagonist,1,1,-1,4,-3,5

7: COc1ccc(/C=C/C(=O)c2ccc[nH]2)c(OC)c1OC
8: CN(CC(=O)Nc1cccc(C#N)c1)Cc1ccc(Cl)cc1
9: O=C1CCCN1CCCNC(=S)Nc1ccc(F)cc1
10: COC(=O)c1ccc(OCC(=O)Nc2ccccc2C(=O)NC2CC2)cc1
11: CCCOC(=O)CSC1=C(C#N)C(c2ccc3c(c2)OCO3)CC(=O)N1 (stereo not drawn)
12: O=C(O)CSc1ncnc2nc[nH]c12
screen / no.,7,8,9,10,11,12
LDHA inh,-8,-3,-5,2,-2,-8
Vif-A3G inh,-7%,-6%,0%,4%,-24%,-2%
D1 potentiator,-8,-11,-1,-3,-5,-4
RXFP1 ag,-0.7%,-0.5%,-0.9%,2.7%,0.3%,5.6%
D1 agonist,3,1,-1,2,7,7
GRP78 ERSR act,7%,-5%,-3%,-1%,-5%,-6%
Vif-A3F inh,/,5%,-36%,-12%,-5%,6%
D2 potentiator,1,-11,-1,-14,5,7
D1 antagonist,-10,-42*,16,-23,5,-4

13: Cc1c(Cl)cccc1NC(=O)CN1CCC(NC(=O)C2CCCCC2)CC1
14: CCCOC(=O)c1ccc(Oc2cn[nH]c2-c2ccc(OC)cc2O)cc1
15: COc1ccc(Nc2nc(NCCCN3CCOCC3)nc(N)c2[N+](=O)[O-])cc1
16: Cc1cccn2cc(CNC(=O)c3ccco3)nc12
17: COc1ccc(N(CC(=O)NCCc2ccccc2)S(=O)(=O)c2c(C)nn(C)c2C)cc1
18: CC(C)(C)c1cc(N2CCOCC2)n2ncc(-c3ccc(Cl)cc3)c2n1
screen / no.,13,14,15,16,17,18
LDHA inh,-2,-6,1,-5,2,1
Vif-A3G inh,0%,-7%,3%,-1%,5%,-3%
D1 potentiator,-7,0,1,3,1,2
RXFP1 ag,-2.1%,1.1%,1.6%,1.1%,-2.1%,0.6%
D1 agonist,4,2,2,1,-1,2
GRP78 ERSR act,1%,-16%,-2%,3%,0%,5%
Vif-A3F inh,-7%,-27%,-17%,1%,-4%,-5%
D2 potentiator,4,3,20,-4,-2,-4
D1 antagonist,3,-14,0,-2,-13,16

19: COc1ccc(C(C(=O)NCC2CCCO2)N(C(=O)CNC(=O)c2cccs2)c2ccc(NC(C)=O)cc2)cc1OC (stereo not drawn)
20: Cc1ccc2cc(C#N)c(SCC(=O)N3CCCC3)nc2c1
21: CCN(CC)S(=O)(=O)c1ccc(NC(=S)Nc2ccccc2)cc1
22: O=C(Nc1ccc(NC(=O)C2CC2)cn1)c1ccccc1Cl
23: CCc1c(C)sc2c1CCN(Cc1cccc(OC)c1)C2c1ccccc1 (stereo not drawn)
24: COc1ccc(-c2csc(Nc3cccnc3)n2)cc1OC
screen / no.,19,20,21,22,23,24
LDHA inh,1,1,-1,3,-5,-4
Vif-A3G inh,-1%,0%,2%,-20%,-3%,-6%
D1 potentiator,-3,-4,-6,-4,0,2
RXFP1 ag,0.0%,-0.4%,-1.8%,-1.0%,1.6%,2.3%
D1 agonist,3,1,2,3,0,1
GRP78 ERSR act,0%,4%,-6%,1%,-3%,-4%
Vif-A3F inh,1%,-1%,-1%,1%,4%,-11%
D2 potentiator,5,-13,8,9,-2,2
D1 antagonist,3,-4,2,-11,1,-9

25: CSC1=NC2(CCCCC2)C2=C(CCCC2)N1
26: O=C(Cc1cccc2ccccc12)N/N=C/c1ccc(Sc2cccc3cccnc23)o1
27: COc1ccc2[nH]c3c(c2c1)CCN1C(=O)C(CC(=O)NCCc2ccccn2)C[C@H](C(=O)N2CCOCC2)[C@@]31CCC1CCCC1 (stereo partly drawn)
28: COc1ccc(CCNC(=O)CSc2ccc(-c3ccco3)nn2)cc1OC
29: c1ccc(OCc2noc(CN3CC[C@@H]4CCCC[C@H]4C3)n2)cc1
30: Cc1c(NS(C)(=O)=O)cccc1-c1nc2cccnc2s1
screen / no.,25,26,27,28,29,30
LDHA inh,-2,/,-2,-1,2,-9
Vif-A3G inh,-1%,/,-5%,-1%,-6%,4%
D1 potentiator,10,-1,/,2,0,-5
RXFP1 ag,0.1%,0.7%,/,-1.2%,2.5%,2.4%
D1 agonist,1,3,/,-4,2,1
GRP78 ERSR act,0%,/,-1%,-4%,0%,16%
Vif-A3F inh,-2%,/,-1%,9%,6%,10%
D2 potentiator,24,4,/,-6,-2,1
D1 antagonist,-5,-6,/,-13,10,3

31: CSCC[C@@H](C(=O)NCCCCCCCCCCC(=O)N1CCN(C(=O)OC(C)(C)C)CC1)n1cc(CCO)nn1
32: COc1ccc(CNC(=O)Cn2ccc3cc(S(=O)(=O)N4CCCCCC4)ccc32)cc1OC
33: OC(CN1CCN(c2ccccn2)CC1)Cn1c2ccccc2c2ccccc21 (stereo not drawn)
34: CCOC(=O)c1ccc(N2CCN(c3ccccc3F)CC2)c(NC(=O)Nc2cccc(OC)c2)c1
35: COC(=O)c1ccc(S(=O)(=O)N2CCC(O)CC2)n1C
36: Cc1ccc(NC(=O)c2c(C(F)(F)F)nn(C)c2SCc2ccc(Cl)cc2)cc1C
screen / no.,31,32,33,34,35,36
LDHA inh,0,-13,1,-9,-5,4
Vif-A3G inh,2%,-2%,-19%,-5%,0%,3%
D1 potentiator,3,-2,-2,-7,-4,-1
RXFP1 ag,0.6%,1.9%,1.3%,0.7%,2.8%,1.6%
D1 agonist,0,2,10,2,4,4
GRP78 ERSR act,-5%,2%,-2%,-2%,-5%,11%
Vif-A3F inh,0%,4%,-2%,1%,-1%,-21%
D2 potentiator,7,-3,-19,5,12,7
D1 antagonist,5,2,-2,-17,2,0

Down the list, as entered above:
Entries 31–36 in LDHA inh, in turn: 0, -13, 1, -9, -5, 4
Entries 31–36 in Vif-A3G inh, in turn: 2%, -2%, -19%, -5%, 0%, 3%

Other records follow.
37: CCc1noc(C)c1C(=O)N1CCCC(C(=O)c2cc(F)ccc2OC)C1 (stereo not drawn)
38: COc1ccc(N2CCN(C(=O)c3ccc4c(c3)NC(=O)C(CSCc3cccc(F)c3)N4)CC2)cc1 (stereo not drawn)
39: COc1ccc(S(=O)(=O)CCC(=O)N2CCN(c3cccc(Cl)c3)CC2)cc1
40: CN(C)c1ccc(NC(=O)Cn2cc(S(=O)(=O)Cc3ccccc3Cl)c3ccccc32)cc1
41: COc1cc(OC)c(OC)cc1CCC(C)NCCC(c1ccccc1)c1ccccc1 (stereo not drawn)
screen / no.,37,38,39,40,41
LDHA inh,-13,/,-1,5,10
Vif-A3G inh,-4%,/,5%,/,-21%
D1 potentiator,-5,-1,-4,2,-7
RXFP1 ag,0.5%,1.4%,0.2%,-3.3%,0.0%
D1 agonist,1,1,4,0,78*
GRP78 ERSR act,1%,/,1%,/,-5%
Vif-A3F inh,-5%,/,4%,/,-1%
D2 potentiator,12,/,-4,-15,-18
D1 antagonist,0,0,-10,-3,-15
